tuberculosis growth: growth inhibition of non-replicating M. tuberculosis (AID 488890) | Mycobacterium tuberculosis non-replicating, growth inhibition; higher % means a stronger effect | one-dose inhibition, % at 25 µM; IC50 in µM for titrated hits | 0.39% of 320,000 active; in the data active = a potency from the dose series; inconclusive = inhibition mostly from about 82% at the one dose, without a potency; inactive = the rest, 99 in 100 with inhibition below about 76%;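 note: plate controls were DMSO cells for no effect and high antibiotic wells for full effect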
Salmonella PhoP GFP: PhoP regulon inhibitors, Salmonella typhi PhoP promoter GFP reporter, confirmatory (AID 1850). Salmonella Typhi PhoP-promoter GFP reporter, fluorescence, 4 h; higher % means a stronger effect. one-dose inhibition, % at 50 µM; IC50 in µM for titrated hits. 0.33% of 310,000 active; in the data active = a potency from the dose series; inconclusive = inhibition mostly from about 25% at the one dose, without a potency; inactive = the rest, 99 in 100 with inhibition below about 19%;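 note: 0% = induced wells with vehicle and 100% = uninduced wells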
influenza NS1A: H1N1 influenza NS1A inhibitors, functional cell based assay (AID 504329); NS1A functional cell-based assay, percent inhibition; higher % means a stronger effect; one-dose inhibition, % at 12.5 µM; IC50 in µM for titrated hits; 0.3% of 340,000 active; in the data active = a potency from the dose series; inconclusive = inhibition above about 27% without an active follow-up result; note: strong numbers were not always called active
inhibitors of VEEV: inhibitors of VEEV TC-83 cytopathic effect, confirmation, Vero cells (AID 588727) | Vero cells, VEEV TC-83 cytopathic effect inhibition; higher % means a stronger effect | inhibition, % at 20 µM; hits with a dose series show IC50 in µM | 0.13% of 350,000 active; in the data active = a potency from the dose series; inconclusive = inhibition mostly from about 14% at the one dose, without a potency; inactive = the rest, 99 in 100 with inhibition below about 12%; note: strong numbers were not always called active
H37Rv inhibition: M. tuberculosis growth inhibition, HTS (AID 449762); M. tuberculosis H37Rv growth inhibition, 7H9 media; higher % means a stronger effect; one-dose inhibition, % at 25 µM; IC50 in µM for titrated hits; 0.59% of 330,000 active; in the data active = a potency from the dose series; inconclusive = inhibition above about 70% without an active follow-up result;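 note: bacterial growth assessed after seven days of incubation; strong numbers were not always called active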
inhibitors of VEEV 10K pilot screen: recorded beside inhibitors of VEEV, whose call it bears; inhibition, %; measured here: 10K pilot screen inhibition
An asterisk follows results filed as active; i = inactive; ? = inconclusive; . = not tested or not shown; & = joins results of further samples.

SMILES | tuberculosis growth | Salmonella PhoP GFP | influenza NS1A | inhibitors of VEEV | H37Rv inhibition | others
Cn1c(=O)c2[nH]c(NN=Cc3cccc(Br)c3)nc2n(C)c1=O | . | . | 2% | 10% | .
c1ccc(Nc2ccc3c4c(cccc24)CC3)cc1 | 23% | -12% | 1% | i | -5%
CC1CCC/C(=C\c2ccc(O)cc2)C1=O (stereo not drawn) | -1% | 3% | 0% | i | 3%
Cc1cc(Cc2cc(C)c(N)cc2C)c(C)cc1N | 7% | 10% | -5% | 0.8% | 6%
CC(=O)OCC1OC(n2ccc3ccccc32)C(OC(C)=O)C(OC(C)=O)C1OC(C)=O (stereo not drawn) | 3% | 17% | -2% | i | -7%
O=c1cc(N2CCc3ccccc3C2)[nH]c(=O)n1C1CCCCC1 | 12% | -34% | 2% | 1.1% | -4%
CCC(=O)NC(Nc1nc2ccc(C)cc2s1)(C(=O)OC)C(F)(F)F (stereo not drawn) | -6% | 5% | -5% | 2.0% | -4%
CCCCN(C)CCCNC(=O)CN1N=C(c2ccc(Cl)cc2)CCC1=O | -8% | -5% | 21% | 0.2% | -9%
C[C@H](NC(=O)[C@@H]1Cc2ccccc2CN1C(=O)OC(C)(C)C)C(=O)NC1CCCCC1 | 12% | -4% | -1% | 2.8% | 2%
CCOC(=O)N1CCN(C(=O)c2ccc3c(SCC(=O)O)c4c(nc3c2)CCC4)CC1 | 6% | -2% | -4% | 0.3% | 2%
Cc1ccc(S(=O)(=O)N2CCCC2C(=O)Nc2nc3ccccc3s2)cc1 (stereo not drawn) | 13% | 3% | -5% | i | 6%
COc1cc(/C=N/NC(=O)C2COc3ccccc3O2)ccc1O (stereo not drawn) | 14% | 5% | -24% | 8.5% | -3%
CC(=O)N[C@@H](Cc1c[nH]c2ccccc12)C(=O)OCC(=O)Nc1ccc(S(=O)(=O)N(C)C)cc1 | -4% | -2% | 0% | 1.0% | -4%
O=C(CC1S/C(=N/N=C/c2cccnc2)NC1=O)Nc1ccccc1 (stereo not drawn) | 9% | 5% | -3% | 0.6% | -1%
Cc1cc(C(=O)Nc2cnn(Cc3ccc(Cl)cc3Cl)c2)no1 | -1% | 0% | 2% | 2.2% | 3%
COc1ccc(C2CC(c3ccccc3)=NN2C(=O)COC(=O)c2cccc(S(=O)(=O)N(C)C)c2)cc1 (stereo not drawn) | 45% | -6% | 8% | 3.8% | -9%
CC(C)C(NC(=O)c1ccccc1NC(=O)c1ccco1)C(=O)O (stereo not drawn) | -4% | 5% | 4% | i | -1%
COc1c2ccccc2nc2ccccc12 | 65% | 26µM* | 1% | 1.0% | 1%
O=C(NCC(=O)c1ccccc1)OCc1ccc([N+](=O)[O-])cc1 | ? | 3% | -1% | i | -2%
O=C(NCc1ccc(F)c(F)c1)C1CCC(=O)N(CC2CCCCC2)C1 (stereo not drawn) | 18% | -6% | 16% | 3.1% | 4%
O=C(/C=C/c1ccco1)OCc1nnc(-c2ccc(Cl)cc2)o1 | 12% | 15% | -5% | i | 4%
CCOC(=O)NC(=O)CSc1ccccn1 | -14% | 2% | -6% | i | 8%
CCCCN(C(=O)c1ccc(S(=O)(=O)N(C)C)cc1)c1nc2ccccc2s1 | -2% | -2% | -6% | 1.1% | -7%
O=C(NNc1ccccc1[N+](=O)[O-])Nc1ccccc1 | 4% | 4% | -4% | 0.3% | -4%
COCCN(C(=O)c1cc(OC)c(OC)c(OC)c1)c1c(N)n(Cc2ccccc2)c(=O)[nH]c1=O | -7% | 9% | -10% | i | 4%
CC1CCN(CC(=O)Nc2ccc(Cl)cc2[N+](=O)[O-])CC1 | 27% | -15% | 10% | i | -5%
Cc1cc(NC(=O)CSc2nc3c(c(=O)n2C)SCC3)no1 | 3% | -4% | 5% | 0.7% | -2%
Nc1ncnc2c1ncn2C1OC(CO)C(O)C1N (stereo not drawn) | 7% | 15% | 1% | 0.9% | -6%
Cc1ccc2nsnc2c1S(=O)(=O)N1CCN(C(=O)C2CCCO2)CC1 (stereo not drawn) | 0% | -1% | 3% | 0.9% | -5%
CC(C)C(=O)NCCc1nc2ccccc2n1CCc1ccccc1 | 6% | 5% | -1% | i | -5%
COc1cccc(NC(=O)c2ocnc2C)c1 | . | 2% | -3% | 2.5% | .
O=S(=O)(Nc1cccc(-c2ccc(N3CCCCCC3)nn2)c1)c1ccccc1Cl | 24% | 3% | 6% | 3.1% | 31%
O=C1CCc2cc(NS(=O)(=O)c3ccc([N+](=O)[O-])cc3)cc3c2N1CCC3 | 2% | 0% | -3% | 0.4% | 4%
CC1(C(=O)N(CC(=O)NC2CCCC2)Cc2ccccc2)CC(=O)N=C2C=CC=CN21 (stereo not drawn) | 24% | 6% | -6% | 0.7% | 5%
O=C(CCNc1ccc(Cl)c(C(F)(F)F)c1)c1ccco1 | 5.6µM* | -5% | 3% | 4.4% | ?
CC1CC2=C(NC(=S)NC2c2cccc(F)c2)/C(=C/c2cccc(F)c2)C1 (stereo not drawn) | . | . | -4% | 5.4% | .
CCOCCc1nnc(NC(=O)CCc2ccccc2)s1 | -19% | -9% | -14% | 0.8% | 3%
CN(C)c1nc(N)nc(-c2cccnc2)n1 | -9% | 0% | -12% | 1.3% | -10%
COc1ccccc1CNC(=O)COC(=O)C1CCN(c2ccc(C(F)(F)F)cn2)CC1 | 10% | 3% | -3% | 0.9% | 9%
O=C(O)c1cc(Br)ccn1 | 35% | 0% | 18% | 1.3% | 6%

Molecules above that contain a CF3 group, in the order listed:
SMILES | tuberculosis growth | Salmonella PhoP GFP | influenza NS1A | inhibitors of VEEV | H37Rv inhibition | others
CCC(=O)NC(Nc1nc2ccc(C)cc2s1)(C(=O)OC)C(F)(F)F (stereo not drawn) | -6% | 5% | -5% | 2.0% | -4%
O=C(CCNc1ccc(Cl)c(C(F)(F)F)c1)c1ccco1 | 5.6µM* | -5% | 3% | 4.4% | ?
COc1ccccc1CNC(=O)COC(=O)C1CCN(c2ccc(C(F)(F)F)cn2)CC1 | 10% | 3% | -3% | 0.9% | 9%

Continued:
SMILES | tuberculosis growth | Salmonella PhoP GFP | influenza NS1A | inhibitors of VEEV | H37Rv inhibition | others
CC(C)CC(=O)Nc1ccc(-c2nc3ccccc3c(=O)[nH]2)cc1 | 0% | -9% | 6% | 2.3% | 0%
COc1ccccc1NC(=S)N(C(C)C)C(C)c1ccccn1 (stereo not drawn) | 6% | 10% | -4% | 0.2% | -6%
CC(=O)NC(Cc1ccccc1F)C(=O)NC1CCN(C(=O)NCc2ccccc2)CC1 (stereo not drawn) | 0% | -3% | 7% | 1.6% | -8%
COCCNC(=O)C(c1ccc(F)cc1)N(C(=O)CCC(=O)Nc1nccs1)c1cccc(C)c1 (stereo not drawn) | 11% | -3% | -5% | 0.9% | 8%
COc1ccc(OC)c(S(=O)(=O)Nc2cc3c4c(c2)CCN4C(=O)CC3)c1 | -2% | 6% | -2% | 6.0% | 5%
COc1ccccc1CN1CCN(C(=O)c2ccco2)CC1 | 4% | -1% | -21% | i | -5%
Cc1ccc(-n2c(-c3cn(C)nc3C)n[nH]c2=S)cc1 | 1% | -6% | . | . | -8%
Cn1c(=O)c2[nH]c(CCCC(=O)O)nc2n(Cc2ccccc2)c1=S | 2% | 5% | 4% | i | 4% | inhibitors of VEEV 10K pilot screen=1.4
O=C(NNS(=O)(=O)c1ccccc1)c1csc(-c2cccnc2)n1 | 11% | -3% | 14% | 5.2% | 5%
Cc1cc(OCC(=O)NCCCN2CCOCC2)c2c(C)c(C)c(=O)oc2c1 | 6% | 2% | 4% | 1.2% | 4%

By substructure: the entries above containing a COOH group
SMILES | tuberculosis growth | Salmonella PhoP GFP | influenza NS1A | inhibitors of VEEV | H37Rv inhibition | others
CCOC(=O)N1CCN(C(=O)c2ccc3c(SCC(=O)O)c4c(nc3c2)CCC4)CC1 | 6% | -2% | -4% | 0.3% | 2%
CC(C)C(NC(=O)c1ccccc1NC(=O)c1ccco1)C(=O)O (stereo not drawn) | -4% | 5% | 4% | i | -1%
O=C(O)c1cc(Br)ccn1 | 35% | 0% | 18% | 1.3% | 6%
Cn1c(=O)c2[nH]c(CCCC(=O)O)nc2n(Cc2ccccc2)c1=S | 2% | 5% | 4% | i | 4% | inhibitors of VEEV 10K pilot screen=1.4

Continuation.
SMILES | tuberculosis growth | Salmonella PhoP GFP | influenza NS1A | inhibitors of VEEV | H37Rv inhibition | others
COc1ccc(C(=O)CC(=O)C(=O)Nc2c(C)cccc2C)cc1 | . | -3% | -9% | 4.6% | 1%
Cc1cccc(NC(=O)CN(C)S(=O)(=O)c2ccc(Br)cc2)n1 | 16% | 7% | 3% | 0.6% | -9%
CC(Sc1nnnn1C1CC1)C(=O)N1c2ccccc2NC(=O)C1(C)C (stereo not drawn) | 7% | . | -2% | i | -2%
CN1CCC(C(=O)N2CCCC(C(=O)c3ccc4c5c(cccc35)CC4)C2)CC1 (stereo not drawn) | 12% | -1% | -1% | 3.9% | 6%
Cc1ccc(C(=O)NCCCCNC(=O)c2ccc(C)o2)o1 | -16% | -5% | -7% | 0.4% | -16%
O=C(c1cn(Cc2ccccc2)c2ccccc12)C1CC1 | -5% | -12% | 6% | 0.5% | 2%
C=CCn1c(=O)c2ccccc2n2c(SCC(=O)NCCc3ccccc3)nnc12 | -9% | 0% | -4% | 4.1% | -6%
CCSc1nnc(CNC(=O)C23CC4CC(CC(C4)C2)C3)n1Cc1ccccc1 | 37% | -2% | 3% | i | 3%
CC(NC(=O)c1ccc(Cn2cc([N+](=O)[O-])cn2)o1)c1ccccc1 (stereo not drawn) | -12% | -2% | 5% | 2.9% | 0%
O=C(COc1ccc(F)cc1Br)NCC1(N2CCOCC2)CCCCC1 | 17% | . | 4% | 4.4% | 7%
COc1ccc(CC(=O)NNC(=O)c2cccs2)cc1OC | 8% | -5% | -4% | 0.1% | 2%
O=C(Nc1cc(S(=O)(=O)N2CCOCC2)ccc1Oc1ccc(F)cc1)C1=COCCO1 | -13% | 6% | 2% | 5.4% | 2%
COc1cc2sc(-c3ccccc3OC)c(-c3ccc(OCCN4CCOCC4)cc3)c2cc1OC | . | . | 5% | 7.4% | .
CCc1cc2ccc(C)cc2nc1SCC(=O)NC1CCCC1 | -11% | 12% | 13% | 3.2% | 0%
O=C(O)CSCC(=O)Nc1cc(C(F)(F)F)ccc1Cl | -4% | -6% | 5% | 0.4% | -8%
COc1ccc2cc(C(=O)N(C)CC(=O)Nc3ccccc3Br)ccc2c1 | 8% | . | 3% | 3.6% | 7%
CCOc1ccc(S(=O)(=O)N2CCCC(C(=O)NCC3CCCO3)C2)cc1Cl (stereo not drawn) | -10% | 19% | 11% | i | -4%
COCCCOc1ccnc(CS(=O)c2nc3ccccc3[nH]2)c1C (stereo not drawn) | 44%&19% | 4%&-9% | -1% | 0.1% | 7%&61%
Cc1nn2c(-c3cccnc3)ccnc2c1-c1ccccc1 | 40% | -5% | 7% | 2.1% | 4%
Cc1ccc(C(O)c2nccn2C)o1 (stereo not drawn) | 5% | 4% | -2% | 0.2% | -4%

An excerpt from above in order of length of the SMILES, low to high:
SMILES | tuberculosis growth | Salmonella PhoP GFP | influenza NS1A | inhibitors of VEEV | H37Rv inhibition | others
COc1ccc(CC(=O)NNC(=O)c2cccs2)cc1OC | 8% | -5% | -4% | 0.1% | 2%
O=C(O)CSCC(=O)Nc1cc(C(F)(F)F)ccc1Cl | -4% | -6% | 5% | 0.4% | -8%
O=C(Nc1cc(S(=O)(=O)N2CCOCC2)ccc1Oc1ccc(F)cc1)C1=COCCO1 | -13% | 6% | 2% | 5.4% | 2%

Following part:
SMILES | tuberculosis growth | Salmonella PhoP GFP | influenza NS1A | inhibitors of VEEV | H37Rv inhibition | others
Cc1c(OC(C)C(=O)O)ccc2c(-c3ccccc3)cc(=O)oc12 (stereo not drawn) | 2% | 9% | -8% | 1.0% | 1%
CCOC(=O)CSc1nc2ccc(NC(=O)CSc3nnnn3Cc3ccccc3)cc2s1 | 68% | -4% | -6% | 0.6% | ?
COc1ccc(C(=O)C=CNNC(=O)c2ccc(Cl)cc2)cc1 | 0.48µM* | -1% | -1% | 2.0% | -2%
CC(Nc1nc(-c2ccncc2)nc2ccccc12)c1ccccc1 (stereo not drawn) | 10% | -7% | 4% | 5.0% | 5%

Screening data: PubChem, Southern Research Specialized Biocontainment Screening Center
